# Source: PubChem BioAssay
# PG9 Ab binder: PG9 antibody binding by small molecule; inhibition, % at 6.7 µM; 360,000 tested, 0.43% active; TR-FRET gp120-PG9 antibody binding; AID 624416; in the data active = inhibition above about 8.5%
# ABHD4 inh: inhibits mouse alpha/beta hydrolase domain 4 | AID 720543 | inhibition, % at 8.92 µM | 370,000 tested, 0.54% active | purified mABHD4, FP-Rh probe fluorescence polarization | Q8VD66;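 active = inhibition exceeding the mean over every tested compound plus 3 SD, cut at about 30% in these data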;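 note: 0% = plate median of compound wells and 100% = S159A mutant with DMSO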
#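 Test system: mABHD4 protein; Read-out basis: % inhibition; Incubation: 45 min + 60 min at 25 °C; Repeats: single replicate; Technique: fluorescence polarization with parallel and perpendicular emission, 525/598 nm; Compound: 8.92 µM, single dose; Benchmarks: full inhibition S159A mutant plus DMSO, zero as sample-well median.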
# PRMT1 FP inh: PRMT1 (human) inhibition, primary screen. inhibition, % at 2.79 µM. 370,000 tested, 1.3% active. Q99873. recombinant PRMT1, activity-based probe fluorescence polarization;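 active = inhibition above about 21% made by adding two undisclosed values, limit read from the data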
# DDE Tn7 FP inh: disrupts Tn7 cyclic peptide binding to fibrin D-Dimer-E complex; FP displacement of FITC-Tn7 peptide from fibrin DD(E); 0% = median of compound wells per plate; 370,000 tested, 0.13% active; P02675; inhibition, % at 8.3 µM; AID 720508;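 active = inhibition above the mean of compounds falling within the control limits plus 3 SD of them, cut at about 14% in these data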;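 note: 0% = plate median of compound wells and 100% = 10 µM Aha-Tn7 peptide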
#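 Measure: % inhibition scaled between sample-field median and high-control FP; Test system: human fibrin DD(E); Quantity: 2 µM final DD(E) protein; Doses: one dose, 8.3 µM nominal; Schedule: compound with protein 10 min, then 3 h after probe, room temperature; Detection: fluorescence polarization; Medium: Tris buffer with calcium and detergent, pH 7.8.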
# TCR-CD3 inh: blocks the human TCR-CD3 interaction; inhibition, % at 9.4 µM; TAMRA-labeled TCR probe fluorescence, biochemical; 360,000 tested, 0.37% active; in the data active = inhibition above about 19%;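 note: recombinant mutant TCR 2C K166C tagged with TAMRA read by polarization; 0% = receptor in buffer alone and 100% = receptor with positive control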
# UHRF1 binding: UHRF1 methyl-DNA binding inhibition; UHRF1 binding to methylated oligo, TR-FRET; inhibition, % at 4.4 µM; Q96T88; 370,000 tested, 0.75% active; AID 687016; in the data active = inhibition above about 21%;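 note: UHRF1 SRA domain binding a hemimethylated CpG hairpin DNA probe; 0% = median of test compound wells and 100% = reference inhibitor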
# Target sequence (Q96T88 whole entry, looked up, the tested form may be a part): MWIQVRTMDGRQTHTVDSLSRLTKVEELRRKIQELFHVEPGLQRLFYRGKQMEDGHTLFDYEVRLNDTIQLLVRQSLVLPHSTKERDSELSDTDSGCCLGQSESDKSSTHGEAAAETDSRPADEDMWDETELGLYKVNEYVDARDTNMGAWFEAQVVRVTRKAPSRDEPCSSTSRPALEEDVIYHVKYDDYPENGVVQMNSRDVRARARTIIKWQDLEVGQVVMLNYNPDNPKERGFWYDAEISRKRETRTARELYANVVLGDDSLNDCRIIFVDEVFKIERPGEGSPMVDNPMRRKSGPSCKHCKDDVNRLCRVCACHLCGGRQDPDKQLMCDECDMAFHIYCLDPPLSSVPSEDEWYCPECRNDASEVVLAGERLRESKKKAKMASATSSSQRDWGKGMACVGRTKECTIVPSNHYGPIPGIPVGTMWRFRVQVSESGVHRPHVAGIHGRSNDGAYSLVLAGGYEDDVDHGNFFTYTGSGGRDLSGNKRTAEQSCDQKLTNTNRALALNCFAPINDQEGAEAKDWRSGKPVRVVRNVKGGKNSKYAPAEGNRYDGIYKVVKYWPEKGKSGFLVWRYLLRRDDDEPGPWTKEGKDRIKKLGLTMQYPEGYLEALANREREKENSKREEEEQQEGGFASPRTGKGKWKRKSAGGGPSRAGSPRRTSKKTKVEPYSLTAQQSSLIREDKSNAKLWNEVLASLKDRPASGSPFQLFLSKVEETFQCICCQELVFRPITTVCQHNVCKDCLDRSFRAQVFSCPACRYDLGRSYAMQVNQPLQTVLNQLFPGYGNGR
# SIAE primary: blocks human sialic acid acetylesterase; inhibition, % at 9.66 µM; 370,000 tested, 0.69% active; SIAE FP-Rh probe binding, fluorescence polarization; AID 1053197;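 active = inhibition above a cutoff: mean of compounds within the control limits plus 3 SD of those, cut at about 17% in these data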;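 note: 0% = plate median of compound wells and 100% = probe without SIAE protein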
# LEDGF integ inh: blocks HIV-1 LEDGF/p75-dependent DNA integration. TR-FRET IN-LEDGF/p75 DNA integration, Eu/Cy5. AID 743269. 370,000 tested, 0.64% active. inhibition, % at 3.7 µM;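 active = inhibition above the screen-wide mean plus 3 SD, cut at about 13% in these data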;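 note: signal is the Cy5 over europium emission ratio at 671 and 618 nm; 0% = plate median of compound wells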
# HTRA1 inh: HTRA1 (human) protease inhibition; Q92743; recombinant HTRA1, FP-rhodamine activity-based probe, fluorescence polarization; 340,000 tested, 0.5% active; AID 504803; inhibition, % at 5.96 µM; in the data active = inhibition above about 36%;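 note: 0% = enzyme with DMSO and 100% = wells lacking enzyme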
# TDP2 absorb: blocks human TDP2 phosphodiesterase activity; AID 720702; recombinant TDP2, T5PNP hydrolysis, p-nitrophenol absorbance 415 nm; 370,000 tested, 0.34% active; inhibition, % at 12.8 µM; O95551;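 active = inhibition above the mean of all tested compounds plus 3 SD, set per campaign, cut at about 25% in these data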;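 note: 0% = DMSO with enzyme and 100% = buffer with substrate but no TDP2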
#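 Incubation: 2 h at 37 °C; Test system: recombinant human TDP2; Quantity: enzyme 120 nM; Read-out basis: percent inhibition; Medium: 50 mM Tris-HCl pH 7.5 with Mg2+, KCl, DTT, BSA; Repeats: single replicate; Compound: 12.8 µM single point, 1% DMSO; Signal: epi absorbance; Reagent: 5 mM T5PNP chromogenic substrate; Benchmarks: no-enzyme high, DMSO-plus-enzyme low.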
# An asterisk follows results filed as active; . = not tested or not shown.
No.	smiles	PG9 Ab binder	ABHD4 inh	PRMT1 FP inh	DDE Tn7 FP inh	TCR-CD3 inh	UHRF1 binding	SIAE primary	LEDGF integ inh	HTRA1 inh	TDP2 absorb
1	O=c1c2cc(N3CCOCC3)ccc2[nH]c(=S)n1CCCN1CCCCC1	-0.8	4.3	-0.9	0.8	2.3	-5.3	10.6	-6.8	9.5	-4.9
2	O=C(CCNC(=O)c1ccc(Br)cc1)NNC(=O)c1ccccc1O	1.1	8.5	-0.4	-0.7	22.5*	-1.6	12.8	-6.5	22.0	-6.6
3	CCN(CC(=O)Nc1cc(Cl)ccc1C)C(=O)COc1cccc2c1OC(C)(C)C2	0.8	2.2	2.0	3.3	4.3	-1.4	0.3	-0.2	-10.0	5.9
4	COc1cc2c(C(=O)NC3CCCCCC3)cn(C)c(=O)c2cc1OC	-1.5	-0.5	-3.0	3.5	3.3	-1.0	-9.1	0.8	-2.0	-9.0
5	CC(c1ccccc1)C1CC(=O)N(c2ccc([N+](=O)[O-])cc2)C1=O (centres undefined)	-0.9	4.1	4.8	0.9	4.7	1.0	1.9	-1.4	4.4	-14.4
6	CCCCN1CNC(=S)N(c2ccc(C(=O)OCC)cc2)C1	-0.8	-3.7	-2.2	7.2	-3.2	-0.2	18.4*	-2.0	-0.1	7.0
7	CCOc1ccc(S(=O)(=O)NCCC(=O)NCC(c2cccs2)N(C)C)cc1 (centres undefined)	-1.5	7.5	0.1	1.9	2.0	-1.5	2.9	-0.8	0.7	1.8
8	Cc1ccn2c(C(=O)CSc3ccc(Cl)cc3)c(C)nc2c1	-1.7	-1.4	-0.9	2.6	-0.6	-0.5	0.9	0.3	-1.5	0.3
9	Cc1cccc(OCC(O)CNC(=O)c2ccccc2C(=O)O)c1 (centres undefined)	-2.5	-3.8	-1.6	-4.0	-1.4	15.7	-2.3	0.6	2.3	4.5
10	NC(=O)CC(NC(=O)c1ccc(Br)cc1)c1ccc(N2CCN(c3ccc(F)cc3)CC2)c([N+](=O)[O-])c1 (centres undefined)	0.8	-0.1	-0.8	1.7	3.5	-2.2	-1.3	-3.4	-11.0	-7.9
11	O=c1[nH]c(=S)[nH]c2c1C(c1ccc(F)cc1)OC(CCc1ccccc1)C2 (centres undefined)	0.7	-1.9	-3.6	-0.9	7.2	-1.3	5.4	-1.4	.	1.7
12	CCN(CC)C(=O)CC[C@@H]1CC[C@]2(CCCN(C(=O)c3cccnc3)C2)O1	.	-3.5	-4.4	0.6	.	-2.2	-4.2	4.0	.	5.6
13	Cc1ccc(OCCSc2nc3ccccc3n2CCC(=O)O)cc1	-1.4	1.9	-0.9	-6.2	3.6	-0.3	1.9	0.1	5.0	19.2
14	Cc1ncc([N+](=O)[O-])n1S(=O)(=O)c1cc(Cl)ccc1Cl	-3.9	-1.5	-0.5	-3.5	7.7	-2.2	5.7	-0.2	8.4	16.4
15	CC(=O)c1cc(C#N)c(NCc2ccccc2)nc1C	-1.6	-8.2	1.7	-1.7	5.4	1.1	-2.1	4.3	0.6	8.5
16	CN(Cc1ccccc1)C(=O)c1ccc(NC(=O)Cc2cccc(NC(=O)C3CCN(C(=O)C4CCCC4)CC3)c2)cc1	-0.8	-3.3	0.3	1.5	2.4	2.5	-4.3	2.8	-21.6	5.2
17	Cc1ccc(CN2CCN(Cc3cnn(-c4ccc(Cl)cc4)c3)CC2CCO)o1 (centres undefined)	-0.3	4.3	1.4	-3.9	5.1	-0.3	-6.1	0.9	2.8	-1.0
18	O=C(NCc1ccco1)c1ccc(CS(=O)Cc2ccc(Cl)cc2)o1 (centres undefined)	-1.7	0.6	4.6	-6.2	1.2	2.4	-6.4	0.3	0.5	1.9
19	CC1=C(C(=O)OC(C)C)C(c2ccncc2)n2ncnc2N1 (centres undefined)	-1.0	0.0	-2.9	4.8	3.7	0.3	-2.0	-2.5	3.2	0.0
20	O=c1c([N+](=O)[O-])cccn1Cc1cccc(Br)c1	-0.1	7.0	2.1	-0.8	-8.4	1.9	2.0	-4.3	5.0	-7.1
21	Cc1cc(NC(=O)c2cnn3c(C(F)(F)F)cc(-c4ccccc4)nc23)no1	0.7	-0.9	2.4	-3.8	1.9	2.8	-4.2	-0.3	-12.8	6.5
22	S=c1[nH]nc(C2CCCCC2)n1/N=C/c1ccco1	2.4	-0.8	-3.4	4.2	4.0	-2.6	11.4	0.9	1.8	0.9
23	O=C(COC(=O)c1cc(S(=O)(=O)N2CCOCC2)ccc1O)Nc1ccc2c(c1)OCO2	0.0	-1.8	-1.6	-5.2	-4.8	2.5	-2.7	2.4	-4.9	1.9
24	O=C(Cn1[nH]c(=O)c2ccccc2c1=O)OCC(=O)N(Cc1ccccc1)Cc1ccccc1	-0.8	0.7	-1.5	0.6	-0.6	0.7	-1.8	3.3	-10.5	5.2

# Retrieved by structure from the entries so far (two):
No.	smiles	PG9 Ab binder	ABHD4 inh	PRMT1 FP inh	DDE Tn7 FP inh	TCR-CD3 inh	UHRF1 binding	SIAE primary	LEDGF integ inh	HTRA1 inh	TDP2 absorb
19	CC1=C(C(=O)OC(C)C)C(c2ccncc2)n2ncnc2N1 (centres undefined)	-1.0	0.0	-2.9	4.8	3.7	0.3	-2.0	-2.5	3.2	0.0
14	Cc1ncc([N+](=O)[O-])n1S(=O)(=O)c1cc(Cl)ccc1Cl	-3.9	-1.5	-0.5	-3.5	7.7	-2.2	5.7	-0.2	8.4	16.4

# Next compounds follow:
No.	smiles	PG9 Ab binder	ABHD4 inh	PRMT1 FP inh	DDE Tn7 FP inh	TCR-CD3 inh	UHRF1 binding	SIAE primary	LEDGF integ inh	HTRA1 inh	TDP2 absorb
25	CNC(=O)N1c2ccccc2CCc2ccccc21	-0.8	2.8	-0.8	-7.5	-1.1	1.1	3.8	3.8	3.6	-6.4
26	O=[N+]([O-])c1cccc2ccc(/C=C/c3ccc(C(F)(F)F)cc3)nc12	-1.8	-15.8	0.7	0.1	-1.7	-2.9	-10.6	0.7	-23.3	6.1
27	Cc1cc(C(=O)N/N=C/c2ccc(OC(=O)c3ccccc3Br)cc2)n[nH]1	-0.7	-0.7	-3.9	0.2	4.1	0.6	0.6	7.0	-5.2	6.1
28	COc1ccc(/C=C(\NC(=O)c2ccccc2)C(=O)NCc2ccco2)cc1	0.5	2.0	-2.2	-4.7	-1.9	1.3	3.2	-0.7	5.2	5.0
29	Cc1cc(NC(=O)/C=C/c2ccccc2Cl)no1	-1.8	-4.3	0.5	2.7	-2.4	-3.0	4.8	3.5	2.1	-4.5
30	CCCn1c(SCC(=O)c2ccc3c(c2)OCCO3)n[nH]c1=O	-0.5	0.8	-1.7	1.4	-10.1	-2.0	-6.9	-5.2	2.1	-10.4
31	COc1ccc(OC)c(NCCN2C(=O)c3ccccc3C2=O)c1	-1.1	10.1	2.8	5.6	6.3	-3.6	6.3	-4.9	6.1	1.0
32	CCC1NC(=O)c2cccnc2-n2c1nc1cc(OC)c(OC)cc1c2=O (centres undefined)	1.8	-3.1	-1.6	11.5	5.5	-3.0	0.5	0.4	2.2	-3.6
33	CC1CCCCN1CC(=O)Nc1sccc1C#N (centres undefined)	2.2	3.1	1.5	6.3	9.6	-3.7	1.5	-1.4	-3.1	2.3
34	COc1cccc(-c2nc3ccccc3s2)c1O	-1.1	0.3	4.7	-2.3	6.0	1.1	3.1	-3.3	-13.8	-9.6
35	CC(=O)NC(C)c1cc(F)c2cccnc2c1O (centres undefined)	2.1	-1.5	1.1	-5.0	0.9	0.3	-1.3	-2.9	3.1	-5.4
36	CC(=O)Nc1ccc(S(=O)(=O)N2CCCC2C(=O)O)cc1 (centres undefined)	0.3	-9.2	-2.7	-3.1	1.9	3.6	-4.8	6.7	2.0	-10.1
37	C#CCOCCOCCOCCNc1nc(N2CCN(C(=O)Cn3cc(CC(C)O)nn3)CC2)nc(N2CCN(C(=O)[C@H](CCCCN)n3cc(CCCC)nn3)CC2)n1 (some centres undefined)	0.3	-6.5	4.4	1.2	-7.1	14.5	6.1	1.9	-4.2	-5.9
38	NC(=O)c1c(NC(=O)c2ccccc2)sc2c1CCCC2	0.3	1.3	-2.7	-6.1	-7.4	4.0	2.8	5.1	-6.3	-10.8
39	Cc1nc(SCC(=O)c2ccccc2)c([N+](=O)[O-])[nH]1	-0.9	5.4	-2.5	10.4	1.4	-4.3	2.2	-5.1	-3.3	-2.3
40	Cc1ccc(NS(=O)(=O)c2ccc(NC(=O)c3cccc(NC(=O)C(C)C)c3)cc2)cc1	3.1	-163.6	-1.1	4.3	12.5	-0.7	-163.7	-5.6	-90.6	-12.0
41	CN1CCN(C(=O)CCc2nc3ccccc3n2-c2ccccc2)CC1	-0.1	0.6	-0.9	9.7	-0.5	0.6	2.4	1.2	2.1	6.1
42	COc1cccc(C(=O)c2c[nH]c(C(=O)NCc3cccs3)c2)c1	0.1	1.1	-5.0	-7.0	3.2	-1.3	7.2	0.9	-1.3	-0.8
43	O=C(Nc1nccs1)C1CCN(S(=O)(=O)c2ccc(F)cc2)CC1	0.9	0.8	3.3	2.2	-7.8	1.9	-4.5	-5.4	3.3	-2.5
44	CN1/C(=C\C(=O)CSc2nncn2C)C(C)(C)c2ccccc21	-0.3	-12.4	-2.6	2.7	2.1	-3.6	8.9	2.9	3.0	1.1
45	COc1cccc(SCc2noc(C(=O)NCCCN3CCOCC3)c2C(=O)NCCCN2CCOCC2)c1	0.9	3.6	2.2	-2.5	1.2	-0.7	0.9	0.0	9.8	7.5
46	CCOc1ccc(/C=N/NC(=O)c2ccc3nc[nH]c3c2)cc1OC	-0.1	6.3	-1.8	-10.1	-8.3	-0.6	-4.7	2.0	-2.6	-7.1
47	CCc1ccccc1NC(=O)CNC(=O)c1cccc(S(=O)(=O)N2CCN(Cc3ccccc3)CC2)c1	0.0	-2.7	-5.5	5.6	7.1	-2.5	0.3	-1.3	-9.9	0.5
48	C[C@@]12C(=O)N(c3cccc(Cl)c3)C(=O)N1[C@H](c1ccc(Cl)cc1)[C@@H]1C(=O)N(C3CCCCC3)C(=O)[C@@H]12	-1.5	-14.5	-0.3	-0.8	-6.0	1.5	-0.8	0.1	-136.7	-6.9
49	COc1cccc(NC(=O)CN2C(=O)NC(C)(CC(C)C)C2=O)c1 (centres undefined)	-0.3	1.5	-1.8	-0.3	-6.2	0.4	-1.7	-1.3	0.2	1.0
50	Cc1cccc2nc(CSc3nnc4ccccn34)cn12	0.1	-6.5	-0.8	0.7	9.0	-0.8	2.3	1.7	-2.2	3.6
51	O=C(Nc1cccc(C(F)(F)F)c1)c1cccnc1NCCc1ccccc1	-1.8	-37.1	-2.0	-12.2	2.8	-1.6	-35.5	-1.9	-39.2	-20.1
